HTR5A ag: counter-screen for OPRM1-OPRD1 agonists: human HTR5A agonism. P47898. HTR5A agonist assay, luminescence, cell-based. activation, % at 9.3 µM. 340,000 compounds, 0.61% hits; in the data active = activation mostly above about 9.5%, no sharp cut-off; inactive = mostly below about 7.6%;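 also: 0% = cells with vehicle only and 100% = reference agonist; strong numbers were not always called active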
Arr AP2 block: inhibitors of human beta-arrestin and AP2 interaction; FITC-arrestin peptide / GST-AP2 beads, flow cytometry; AP2 beta2 appendage carries R879A mutation; inhibition, % at 10 µM; 340,000 compounds, 0.31% hits; AID 504490;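 active = inhibition above a set limit, near 3 SD of compounds lacking own fluorescence, cut at about 54% in these data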;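 also: plate controls were DMSO wells for no effect and 5 µM unlabelled arrestin peptide for full effect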
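test system = AP2 appendage R879A on GSH beads | buffer or medium = PBS plus Tween 20 (0.05%) and BSA (0.1%) | incubation = 12 min plus 1 h, RT | detection = bead flow cytometry, FITC channel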
HTR5A inv ag: HTR5A inverse agonism, opioid heterodimer counter-screen; P47898; HTR5A cell line, luminescence; inhibition, % at 9.3 µM; 340,000 compounds, 0.083% hits; AID 504634; in the data active = inhibition mostly above about 23%, no sharp cut-off; inactive = mostly below about 18%;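 also: 0% = cells with DMSO and 100% = no-cell wells with DMSO; some compounds called inactive have numbers as strong as hits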
MOR-DOR ag: OPRM1-OPRD1 heterodimerization agonism; P35372+P41143; cells, luminescence; activation, % at 9.3 µM; 340,000 compounds, 0.3% hits; in the data active = activation above about 18%;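 also: 0% = vehicle-treated cells and 100% = reference agonist; values of inactives mirror those of a sister screen read the other way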
Target sequence (P35372 whole entry, looked up): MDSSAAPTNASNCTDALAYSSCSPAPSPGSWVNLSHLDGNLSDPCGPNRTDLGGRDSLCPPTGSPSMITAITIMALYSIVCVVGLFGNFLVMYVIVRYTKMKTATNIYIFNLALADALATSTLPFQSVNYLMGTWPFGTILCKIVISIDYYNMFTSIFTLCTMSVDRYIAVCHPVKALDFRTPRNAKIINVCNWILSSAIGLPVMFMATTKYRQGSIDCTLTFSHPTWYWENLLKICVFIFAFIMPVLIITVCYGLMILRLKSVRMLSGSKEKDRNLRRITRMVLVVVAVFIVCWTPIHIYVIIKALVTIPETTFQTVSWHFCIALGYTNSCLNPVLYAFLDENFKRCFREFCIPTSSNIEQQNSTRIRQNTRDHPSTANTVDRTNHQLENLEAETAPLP
Target sequence (P41143 whole entry, looked up): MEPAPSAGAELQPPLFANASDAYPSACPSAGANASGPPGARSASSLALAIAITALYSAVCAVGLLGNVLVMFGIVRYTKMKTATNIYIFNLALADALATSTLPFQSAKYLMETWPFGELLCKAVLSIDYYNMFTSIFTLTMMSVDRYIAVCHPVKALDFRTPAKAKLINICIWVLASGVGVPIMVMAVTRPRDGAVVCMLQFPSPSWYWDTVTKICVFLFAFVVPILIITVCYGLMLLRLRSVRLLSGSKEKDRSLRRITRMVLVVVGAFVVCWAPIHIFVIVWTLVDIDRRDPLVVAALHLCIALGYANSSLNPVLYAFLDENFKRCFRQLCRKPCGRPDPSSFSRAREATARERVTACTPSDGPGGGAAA
PKA-R2B activ: PKA-R2B complex activation; PKA-R2B holoenzyme dissociation, Cy5-IP20 fluorescence polarization; R2B truncated from residue 108, S112A mutant; 0% DMSO only, 100% 113 µM cGMP; 340,000 compounds, 0.079% hits; activation, % at 11.4 µM; AID 504700; P22694+P31323;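 active = activation above a cutoff set at the mean over all compounds plus 3 SD, cut at about 18% in these data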;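 also: higher means more holoenzyme dissociation and a rise in polarization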
Pemphigus Ab inh: blocks pemphigus antibody binding to human desmoglein-3 | AID 588358 | binding (percent of control), % at 10 µM | 310,000 compounds, 0.48% hits | DSG3-coupled beads, scFv-anti-DSG3-GFP binding, flow cytometry; hits give low values;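 active = binding more than 3 SD below its plate's average and above zero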;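 also: hits lower antibody fragment binding to DSG3; some compounds called inactive have numbers as strong as hits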
OPRM1-OPRD1 inv: mu-delta opioid heterodimer inverse agonism; P35372+P41143; cell-based MOR-DOR heterodimer luminescence; inhibition, % at 9.3 µM; 340,000 compounds, 0.21% hits; AID 504357; in the data active = inhibition above about 22%, passing the limit was not always enough;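 also: 0% = cells with DMSO and 100% = wells without cells with DMSO; values of inactives mirror those of a sister screen read the other way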
DAGLB inhibitor: blocks human DAGLB lipase activity | inhibition, % at 5.17 µM | AID 504411 | 340,000 compounds, 0.059% hits | Q8NCG7 | HEK293T DAGLB membrane lysate, EnzChek fluorogenic substrate; in the data active = inhibition above about 34%;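 also: 0% = enzyme with vehicle and 100% = wells lacking enzyme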
V-ATPase pH: yeast V-ATPase proton transport regulation by pHLuorin | S. cerevisiae, pHLuorin cytosolic pH fluorescence | response, % at 10 µM | 350,000 compounds, 0.37% hits | AID 504577; in the data active = response mostly above about 7.3%, no sharp cut-off; inactive = mostly below about 5.4%; also: actives read high; inactives centre near 0; some compounds called inactive have numbers as strong as hits; reference of the scale not given here
PKA-R1A activ: activators of PKA-R1A complex; activation, % at 11.4 µM; 340,000 compounds, 0.083% hits; P00514+P68181; PKA-R1A dissociation, Cy5-IP20 fluorescence polarization; scaled: DMSO 0%, 113 µM cGMP 100%;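 active = percent activation above the mean of all tested compounds plus 3 SD, cut at about 19% in these data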;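 also: higher means more PKAc released from R1A so a rise in polarization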
* hit, by the source's call; . = no result given.

structure | HTR5A ag | Arr AP2 block | HTR5A inv ag | MOR-DOR ag | PKA-R2B activ | Pemphigus Ab inh | OPRM1-OPRD1 inv | DAGLB inhibitor | V-ATPase pH | PKA-R1A activ
O=C(CSCc1ccc(Br)cc1)Nc1ccccc1C(=O)N1CCOCC1 | 2 | -7 | 12 | -3.0 | 5 | 105 | 16 | 3 | 2 | 1
CSCC[C@H](NC(=O)c1cc2c([nH]c3ccccc32)c(-c2ccccc2)n1)C(=O)O | 1 | 3 | -4 | -2.0 | 0 | 95 | 11 | 4 | -1 | 2
O=C1CC[C@@H](O)CCN1CC[C@H](Sc1ccccc1)c1ccccc1 | 10 | 16 | -3 | -2.8 | -2 | 105 | 16 | -2 | 3 | 4
O=C(COc1coc(CN2CCN(c3ccccc3)CC2)cc1=O)NC1CCCCC1 | 1 | -8 | -11 | 1.6 | 1 | 107 | -10 | -1 | -6 | -8
O=C(c1ccco1)N1N=C2CCCCCC2C1(O)C(F)(F)F (stereo not drawn) | 6 | 5 | -15 | -3.3 | -9 | 98 | 16 | -4 | -1 | 3
COc1ccc(C(=O)Nc2ccccc2N2CCCC2)cc1S(=O)(=O)N1CCOCC1 | 2 | 10 | -9 | -1.0 | -11 | 100 | 6 | 1 | -2 | -6
O=C(NCc1ccco1)c1nn(-c2ccccc2)c(=O)c2ccccc12 | -2 | 16 | 5 | -0.6 | 3 | 103 | 3 | 3 | -1 | 0
COc1cccc(N/C(SC)=C(/C#N)C(N)=O)c1 | 8 | 6 | -11 | -1.6 | -8 | 105 | 8 | -1 | 1 | -7
CCCCOc1ccc(N2CC(C(=O)NCCc3ccc(OC)c(OC)c3)CC2=O)cc1 (stereo not drawn) | 5 | 54 | -14 | -2.3 | 3 | 102 | 12 | 1 | -2 | 6
COc1ccc(-n2ncc3c2CC(C)(C)CC3NC(=O)C2=CC(=O)CC(C)(C)O2)cc1 (stereo not drawn) | -4 | 7 | -7 | -0.6 | -18 | 104 | 3 | -2 | 2 | 6
CN(C)c1ccc(NC(=O)Cn2cc3c(n2)CCCC3)cc1 | -1 | 22 | 4 | 1.0 | -4 | 96 | -5 | 4 | -3 | 4
Cc1cc(C)cc(OCC(=O)NNC(=O)CCN2C(=O)c3ccccc3C2=O)c1 | 4 | 12 | -10 | 0.3 | -19 | 103 | -3 | -1 | 0 | -3
COc1ccc(C(=O)CNC2=NCCC2)cc1 | 0 | 51 | 1 | -3.6 | 5 | . | 17 | 1 | -3 | 5
COc1ccc(CCNC(=O)CN2C(=O)CSc3ccc(S(=O)(=O)N4CCOCC4)cc32)cc1OC | -2 | -15 | 2 | -4.1 | -10 | 102 | 21 | -3 | -2 | 3
C/C(=N\NC(=O)OC(C)(C)C)c1ccc(-n2ccnc2)cc1 | -1 | 47 | 2 | -2.5 | -10 | 104 | 13 | -2 | 0 | -4
N/C(=N\OC(=O)c1ccccc1Cl)c1ccccc1 | -2 | -16 | -14 | 2.5 | 7 | 97 | -14 | -14 | 1 | -6
CC(=O)Nc1ccc(C(=O)OCC(=O)NCc2ccc3c(c2)OCO3)cc1 | 0 | 0 | 2 | -1.7 | -5 | 121 | 9 | 2 | -1 | -3
COc1cc(NS(=O)(=O)c2ccc(N/C=C(\C=O)c3nc4cc(Cl)ccc4o3)cc2)nc(OC)n1 | 5 | 7 | 7 | 4.1 | 8 | 107 | -24 | 8 | 4 | -5
CCC1(CC)NC(=O)N(CC(=O)OC(C)C(=O)Nc2ccc(S(N)(=O)=O)cc2)C1=O (stereo not drawn) | . | . | . | . | -1 | 105 | . | 0 | 1 | 3
Cc1ccccc1S(=O)(=O)N(C)C[C@@H]1OCc2cnnn2CCCC(=O)N([C@@H](C)CO)C[C@@H]1C | . | . | . | . | 2 | 105 | . | -1 | 3 | 2
COc1ccc(N/C=C/C(=O)c2ccc(Cl)cc2)cc1 | 4 | 14 | 11 | -0.9 | 6 | 104 | 5 | 0 | 6 | 0
C=CCN1C(=O)C(Cc2ccc(F)cc2)S/C1=N/N=C/c1ccco1 (stereo not drawn) | -5 | -1 | 12 | 0.8 | -12 | 94 | -5 | -10 | -1 | -6
Cn1c(SCC(=O)NNC(=O)Cc2ccccc2)nc2ccccc2c1=O | -3 | 3 | 9 | -0.6 | 7 | 88 | 4 | 1 | 2 | -4
Cc1cc(C)c2cccc(NC(=S)NC(=O)c3ccccc3)c2n1 | 4 | 28 | 13 | -0.6 | -13 | 96 | 3 | -24 | 4 | 4
Cc1ccc(C)c(N2CCN(CCCNC(=O)CCn3c(=O)c4cccn4c4cccnc43)CC2)c1 | 5 | -10 | 19 | -0.9 | 2 | 95 | 5 | 3 | -2 | 3
Cc1ccc(NC(=S)NNC(C)(C)C)cc1 | -2 | 11 | 13 | 0.5 | 8 | 93 | -3 | 0 | -4 | 7
CN(C)c1ccc(-c2ccc([C@H]3[C@@H]4C=CCC[C@@]4(C)C(=O)N3Cc3ccccc3)c(F)c2)cc1 | -1 | -1 | 2 | -0.3 | -6 | 111 | 1 | -6 | -1 | -13
COc1cccc(OCCOCC(O)CN2CCN(Cc3ccc(Cl)cc3)CC2)c1 (stereo not drawn) | -2 | -9 | 4 | 0.3 | -1 | 104 | -1 | 0 | 1 | 8
O=C1C2CCCCN2C(=O)N1CCCN1CCN(c2ccc(F)cc2)CC1 (stereo not drawn) | -1 | 25 | 2 | 0.2 | 1 | 118 | -1 | -1 | 2 | 2
CCc1nnc(NC(=O)c2ccc(S(=O)(=O)N(C)c3ccccc3)cc2)o1 | -1 | 4 | 9 | -5.4 | 8 | 108 | 25 | 2 | -4 | 6

Next compounds:
structure | HTR5A ag | Arr AP2 block | HTR5A inv ag | MOR-DOR ag | PKA-R2B activ | Pemphigus Ab inh | OPRM1-OPRD1 inv | DAGLB inhibitor | V-ATPase pH | PKA-R1A activ
CN(C(=S)NCCN1CCOCC1)C(c1ccccc1)c1ccccc1 | -1 | 31 | 3 | -0.8 | 5 | 102 | 4 | -1 | 3 | -14
N#CCSc1nc2cc(C(=O)N3CCCC3)ccc2c(=O)n1Cc1ccccc1 | 5 | 7 | -9 | -1.9 | -2 | 95 | 11 | 3 | 7 | 2
O=C1COc2ccc(S(=O)(=O)N3CCN(c4ccccc4F)CC3)cc2N1 | 0 | 0 | 8 | -0.6 | -1 | 100 | 3 | 2 | 0 | -9
Cc1c(NC(=O)COC(=O)C23CC4CC(CC(Br)(C4)C2)C3)c(=O)n(-c2ccccc2)n1C | -1 | -3 | 2 | -1.8 | -6 | 114 | 9 | 0 | -3 | -13
CCOc1ccc(/C=N/NC(=O)CSc2n[nH]c(=O)[nH]c2=O)cc1OC | -3 | 2 | 10 | -1.2 | 10 | 96 | 8 | 1 | -2 | 1
O=c1n(-c2ccc(Br)cc2)cnn1-c1ncccc1[N+](=O)[O-] | 5 | -16 | -2 | 1.3 | 1 | 107 | -6 | 1 | 4 | 9
Cc1ccc(C(=O)c2cc3ccccc3o2)cc1C | 2 | -3 | -5 | 5.2 | -1 | 104 | -26 | -12 | 3 | -1
COC1c2ccccc2C(=O)N1CCc1ccc(Cl)cc1 (stereo not drawn) | -2 | -7 | 6 | 0.0 | -4 | 95 | 0 | -9 | 1 | -5
FC(F)(F)c1cccc(-c2nc(COc3ccc(Cl)cc3Cl)no2)c1 | -3 | 10 | -9 | -2.6 | 1 | 110 | 13 | -20 | 2 | 3
Nc1sc2c([n+]1CCCS(=O)(=O)[O-])CCCC2 | -1 | -18 | 2 | -0.2 | -5 | 98 | 1 | 0 | 0 | 0
CC(OC(=O)CN1C(=O)NC2(CCCC2)C1=O)C(=O)Nc1cccc(Cl)c1 (stereo not drawn) | -5 | -7 | 1 | -2.5 | 5 | . | 14 | 0 | 1 | 8
O=C(Nc1ccccc1F)N(CCCN1CCOCC1)Cc1cc2cc3c(cc2[nH]c1=O)OCCO3 | -4 | 5 | 10 | -0.6 | -9 | 105 | 3 | 1 | 2 | 0
CC(=O)Nc1ccc(S(=O)(=O)N2CCN(c3cc(C)nc4ncnn34)CC2)cc1 | -4 | 14 | -11 | -1.8 | -11 | 118 | 9 | 2 | 0 | -2
COc1cccc(CNc2nc3nc(C)cc(C)n3n2)c1 | 0 | -6 | -11 | -0.7 | 3 | 106 | 4 | 3 | 3 | -6
CCc1c(O)nc(SCC(=O)Nc2c(C)cccc2C)n(-c2ccc(F)cc2)c1=O | . | . | . | . | -6 | 110 | . | 1 | 2 | -1
CCCN1CCN(S(=O)(=O)c2cc3c(cc2C)NC(=O)CO3)CC1 | 3 | -1 | -10 | -1.2 | 0 | 100 | 7 | 1 | -2 | 2
NS(=O)(=O)c1ccc(CNC(=O)CNC(=O)Cc2ccccc2)cc1 | 1 | 28 | -8 | -0.6 | 2 | 99 | 4 | -6 | 0 | -5
O=C(NC(=S)Nc1cccc2ncccc12)c1ccccc1 | -3 | 11 | 9 | -3.8 | -6 | 106 | 20 | 0 | -2 | 1
CCOC(=O)c1sc2nc(C)nc(SCC(N)=O)c2c1C | 3 | -16 | -26 | -1.5 | -1 | 127 | 8 | 3 | -2 | -10
CCc1ccccc1NC(=S)N1N=CCC1c1ccccc1 (stereo not drawn) | 3 | -2 | 2 | -2.7 | -7 | 95 | 13 | -6 | -1 | 3
O=C(CSCC(=O)NN=Cc1ccccc1O)NN=Cc1ccccc1O | 4 | -15 | -15 | -2.5 | 4 | 95 | 13 | 1 | -3 | -8
CCOC(=O)C1=C(C)OC(N)=C(C#N)C1c1ccoc1 (stereo not drawn) | -4 | 6 | -6 | -4.1 | -5 | 108 | 19 | -1 | 1 | -1
COc1ccc(CC(=O)OCC(=O)N2CCN(S(=O)(=O)c3ccc(C)cc3C)CC2)cc1OC | -5 | 9 | 17 | 0.8 | -2 | 102 | -5 | 0 | 0 | -2
O=C(O)c1cc(C(F)(F)F)nc2ccccc12 | 0 | 1 | -1 | -2.8 | -8 | 98 | 16 | -1 | 7 | -7
O=[N+]([O-])c1ccc(O)c(-c2nc(-c3ccccc3)c(-c3cccs3)[nH]2)c1 | 4 | -1 | 10 | 0.8 | 0 | 104 | -4 | 2 | 1 | -6
COc1ccc(N(CC(=O)NCCc2ccc(Cl)cc2)S(=O)(=O)c2c(C)[nH]c(=O)[nH]c2=O)cc1 | 3 | -22 | 4 | -1.1 | 3 | 96 | 5 | -2 | -1 | -5
Nc1cc(Cl)ccc1C(=O)OCC(=O)NCC1CCCO1 (stereo not drawn) | -4 | -7 | 16 | -2.6 | 7 | 94 | 14 | 2 | -1 | -10
O=C(O)C1CN(c2ncccc2[N+](=O)[O-])C1 | -1 | 9 | 3 | -2.4 | -2 | 105 | 12 | -3 | -3 | -10
